# Compound activity from PubChem.
# GPR151 ag – activates the human receptor GPR151; PathHunter beta-arrestin GPR151 cells, luminescence; 650,000 compounds, 1% hits; activation, % at 11.2 µM; Q8TDV0; in the data active = activation above about 4.9%;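 also: 0% = median of compound wells and 100% = cells with positive control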
# Target sequence (Q8TDV0 whole entry, looked up): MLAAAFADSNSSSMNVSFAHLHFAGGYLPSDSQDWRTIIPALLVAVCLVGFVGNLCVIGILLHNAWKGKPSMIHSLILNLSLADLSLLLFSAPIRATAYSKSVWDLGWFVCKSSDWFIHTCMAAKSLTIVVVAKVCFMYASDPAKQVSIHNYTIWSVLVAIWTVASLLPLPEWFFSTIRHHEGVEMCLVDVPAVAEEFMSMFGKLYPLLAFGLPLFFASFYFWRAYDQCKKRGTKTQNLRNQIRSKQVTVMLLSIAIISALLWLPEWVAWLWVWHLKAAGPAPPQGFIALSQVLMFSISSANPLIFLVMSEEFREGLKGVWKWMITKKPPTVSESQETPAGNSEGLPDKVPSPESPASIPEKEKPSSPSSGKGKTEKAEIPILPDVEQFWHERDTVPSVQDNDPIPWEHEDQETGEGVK
# TEAD-YAP inh – TEAD-YAP interaction inhibition; HEK-TIYL cells, TEAD-Gal4/YAP UAS-luciferase luminescence; inhibition, % at 9.12 µM; 640,000 compounds, 1.4% hits; AID 1259422; in the data active = inhibition above about 32%;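 also: 0% = median of test compound wells and 100% = reference inhibitor wells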
# MITF inh – human MITF inhibition, primary screen | 650,000 compounds, 0.91% hits | AlphaScreen MITF homodimerization, bead proximity signal | inhibition, % at 2.6 µM; in the data active = inhibition above about 50%;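 also: 0% = vehicle wells with protein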
# Target sequence (O75030 whole entry, looked up): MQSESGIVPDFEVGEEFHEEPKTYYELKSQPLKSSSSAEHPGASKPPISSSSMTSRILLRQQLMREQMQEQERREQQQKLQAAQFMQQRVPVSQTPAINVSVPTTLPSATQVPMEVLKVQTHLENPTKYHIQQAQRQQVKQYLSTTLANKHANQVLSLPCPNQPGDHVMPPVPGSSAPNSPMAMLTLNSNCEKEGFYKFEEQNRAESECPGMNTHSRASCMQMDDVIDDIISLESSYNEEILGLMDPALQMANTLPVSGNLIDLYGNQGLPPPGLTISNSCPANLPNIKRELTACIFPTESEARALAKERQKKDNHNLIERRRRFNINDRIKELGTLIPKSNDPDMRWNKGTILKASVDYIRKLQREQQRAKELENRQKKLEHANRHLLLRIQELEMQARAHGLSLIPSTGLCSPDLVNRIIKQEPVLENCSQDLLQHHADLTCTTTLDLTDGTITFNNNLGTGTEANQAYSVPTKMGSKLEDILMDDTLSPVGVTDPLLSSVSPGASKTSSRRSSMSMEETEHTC
# FBW7 act – activators of human E3 ligase FBW7 | Q969H0 | AlphaScreen FBW7–phospho-cyclin E peptide binding, activator screen | normalized activity (activation), % at 26.1 µM | 650,000 compounds, 0.13% hits | AID 1259310; in the data active = normalized activity above about 1.9%;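 also: purified mutant Fbw7 with reduced substrate affinity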
# Numbers without * were called inactive; & = joins results of further samples.
# Values run as follows: GPR151 ag	TEAD-YAP inh	MITF inh	FBW7 act
> O=C(c1cc2cc(Br)ccc2oc1=O)N1CCCC1
    0.6	2.2	10.0	0.9
> Cc1cccn2c(CN3CCCN(C=O)CC3)c(C(=O)N(C)CCc3ccccc3)nc12
    0.5	-3.0	3.1	-0.1
> O=C1CC(NS(=O)(=O)c2ccccc2)CN1c1ccc(F)cc1 (stereo not given)
    -1.8	-6.9	-7.1	0.0
> O=C(/C=C/N1CCOCC1)c1ccccc1
    2.8	-9.2	0.5	0.0
> COc1ccc(Cl)c2c1NC(c1cc(Br)c(OC)c(OC)c1)C1CC=CC21 (stereo not given)
    -0.9	1.2	7.5	0.8
> Cc1cc(=O)oc2cc(OCC(=O)Nc3ccc(Cl)cc3)ccc12
    0.4	6.5	-5.0	-0.1
> N#Cc1ccccc1COc1ccc(CO)cc1Br
    -1.2	-24.0	-0.6	-0.1
> C=CCNc1nc(Nc2cccc(OC)c2)c2cnn(C)c2n1
    0.8	13.0	4.9	0.0
> COC(=O)c1ccc2c(c1)N(Cc1ccccc1C#N)C(=O)C(C)O2 (stereo not given)
    -0.4	-0.4	-4.6	-0.2
> CCOC(=O)c1c(C=O)c2ccccc2n1CC
    1.6	-6.9	7.2	-0.2

# Three compounds drawn at random from those above, as already listed:
# Values run as follows: GPR151 ag	TEAD-YAP inh	MITF inh	FBW7 act
> COc1ccc(Cl)c2c1NC(c1cc(Br)c(OC)c(OC)c1)C1CC=CC21 (stereo not given)
    -0.9	1.2	7.5	0.8
> N#Cc1ccccc1COc1ccc(CO)cc1Br
    -1.2	-24.0	-0.6	-0.1
> COC(=O)c1ccc2c(c1)N(Cc1ccccc1C#N)C(=O)C(C)O2 (stereo not given)
    -0.4	-0.4	-4.6	-0.2

# Later entries.
# Values run as follows: GPR151 ag	TEAD-YAP inh	MITF inh	FBW7 act
> COc1ccc2c3c(cccc13)OCC2=O
    0.4	-1.1	0.3	-0.3
> CCOC(=O)c1c2c(n3ccccc13)C(=O)c1ccccc1C2=O
    1.6	16.4	21.0	0.6
> CCOc1ccccc1N/C(=N/c1nc(C)cc(C)n1)NC(C)=O
    2.4&0.5	-2.7&-4.0	-5.5&-6.4	0.0&0.1
> CCCn1c(C(=O)N(CC)C2CCCCC2)cc2c(=O)n(C)c(=O)n(C)c21
    -0.9	7.6	-16.8	-0.2
> CN(CC(=O)O/N=C(\N)c1cccnc1)S(=O)(=O)c1ccc(Br)cc1
    -0.6	4.6	20.8	0.7
> CC(OC(=O)CN1C(=O)c2cccc([N+](=O)[O-])c2C1=O)C(=O)Nc1ccc(F)cc1Cl (stereo not given)
    3.0	3.4	6.2	0.1
> Cc1c2cnn(CC(=O)NCC3CCCO3)c(=O)c2c(C)n1Cc1ccccc1Cl (stereo not given)
    -0.1	1.8	12.8	0.6
> CCOC(=O)C1=C(C)N=c2s/c(=C\c3ccc(OCC(=O)O)cc3)c(=O)n2C1c1ccccc1OC (stereo not given)
    -1.0	7.1	16.1	0.5
> COc1cccc(/C=C2\N=C(c3ccccc3)OC2=O)c1OC
    2.0	6.6	5.0	0.0
> C=CCn1c(CSc2nc(N)cc(N)n2)nnc1SCC(=O)NC1CCCCC1
    0.3	-3.6	-17.5	0.3
> O=C(NCCc1ccccc1)C1CCN(c2nnc(N3CCCC3=O)s2)CC1
    -3.0	4.1	-7.3	0.0
> Cc1nc(S(=O)(=O)NCc2ccc3c(c2)CCO3)cn1C
    -0.5	-4.2	1.2	0.2
> CCOC(=O)N1CCN(S(=O)(=O)c2ccc(C(=O)Nc3cc([N+](=O)[O-])ccc3OC)cc2)CC1
    0.4	16.1	8.7	-0.1
> O=C(Nc1cccc(F)c1)Nc1ccnn1C1CCN(Cc2ccn[nH]2)CC1
    0.2	6.6	15.4	0.3
> O=C(CNCc1ccc2c(c1)OCO2)Nc1ccc(N2CCCC2)cc1
    0.3	-1.2	61.6*	-0.1
> CC(C)Oc1ccc(-c2cc(C(=O)N/N=C/c3ccccc3O)[nH]n2)cc1
    -0.3	65.5*	8.9	0.0
> COC(=O)c1ccc(Cl)c(NC(=O)NCC23CC4CC(CC(C4)C2)C3)c1
    -0.9	7.1	-1.6	-0.1
> C=CCC(C)(CC=C)NS(=O)(=O)c1ccc(C)cc1
    1.2	9.8	-0.8	0.1
> Cc1ccc(N2C(=O)CCC2=O)cc1Cl
    -1.5	-0.4	7.1	0.7
> CON(C)C(=O)CCC(=O)N1CCN(c2nc(C)cc(C)n2)CC1
    3.3	-11.6	-6.3	-0.1
> O=C(Nc1ccc(Cl)cc1)c1ccc(N2CCN(Cc3ccccc3)CC2)c([N+](=O)[O-])c1
    1.9	5.1	11.5	-0.2
> CN1C(=O)N(C)C2(c3ccccc3)Nn3c(s/c(=C/c4ccc(Br)cc4)c3=O)=NC12c1ccccc1 (stereo not given)
    -1.6	-2.8	4.9	0.3
> CSc1ccccc1N1C(=O)CN(C(=O)c2cnc(C)cn2)CC1C (stereo not given)
    -0.4	-3.7	-11.9	0.1
> CC(C)N(CCNc1nc(NC2CCN(Cc3ccccc3)CC2)nc2c1ncn2C(C)C)C(C)C
    0.2	6.4	-7.8	-0.3
> CCOc1ccc(C(=O)Nc2ccc(NC(=O)c3cccs3)cc2)cc1Cl
    0.5	-4.2	8.7	0.0
> N#C/C(=C\c1ccncc1)c1nc2cc(C(F)(F)F)ccc2s1
    1.8	3.3	-7.4	-0.2
> C=CCN(C(=O)c1csnn1)C(C(=O)NC(C)(C)C)c1ccccc1 (stereo not given)
    -0.1	-3.9	12.2	0.0
> Cc1ccc(NC(=O)COC(=O)c2nn(-c3ccccc3)cc2O)cc1C
    0.3	-5.3	12.3	0.7
> CCN1CCN(Cc2c(O)ccc3c2O/C(=C\c2ccc(Cl)cc2)C3=O)CC1
    1.3	-1.3	12.2	0.2
> COc1ccc(-c2ccc(/C=N/n3cnnc3)o2)cc1Cl
    -1.4	0.2	-8.1	-0.1
> Cc1sc2ncnc(SCc3nnc(-c4cccs4)o3)c2c1C
    -0.7	-14.2	-2.7	-0.1
> O=C(NC(=S)Nc1ccc(NC(=O)c2ccco2)cc1)c1ccccc1
    -0.7	-1.5	-0.5	-0.1
> NS(=O)(=O)c1ccc(CNc2ccc3ncc(-c4cccc5ccccc45)n3n2)cc1
    0.1	-20.8	-0.8	0.8
> Cc1cccc(COc2cccc(C3(C)NC(=O)NC3=O)c2)c1 (stereo not given)
    2.2	4.2	2.9	0.2
> COCCCNS(=O)(=O)c1cccc(S(=O)(=O)c2cccc(S(=O)(=O)NCCCOC)c2)c1
    -0.5	1.6	14.7	0.8
> N#Cc1c(-c2ccccc2)cc(-c2ccc(Cl)cc2)nc1N
    0.2	5.8	-1.0	0.0
> C=CCc1cccc(/C=N\NC(=O)c2n[nH]c([N+](=O)[O-])n2)c1O
    -1.4	10.7	-2.1	-0.3
> CCCCOc1ccc(C(=O)Nc2c3c(nn2-c2ccc(Cl)cc2)CSC3)cc1
    -0.8	-5.7	-2.8	0.0
> CC(=O)Nc1ccc(Nc2cc(-c3ccc(C(=O)N4CCN(C)CC4)cc3)ncn2)cc1
    -1.5	0.3	17.0	0.5
> Cc1cccc(NC(=O)Nc2ccc3c(c2)CCCN3C(=O)C2CC2)c1
    1.5	3.1	-5.2	-0.1
> CCOc1cc(/C=C(\C#N)c2nc3ccc(C)cc3[nH]2)ccc1OCc1ccc(Cl)cc1Cl
    0.1	-14.1	6.6	0.0
> CCCCOc1ccc(-c2n[nH]c(=S)n2Cc2ccccc2)cc1
    0.2	-0.2	-11.3	0.0
> Cc1c(NC(=O)c2ccccc2N(Cc2ccccc2)S(C)(=O)=O)cccc1[N+](=O)[O-]
    0.3	-15.5	-4.5	-0.1
> CC(NS(=O)(=O)c1ccc(F)cc1)C(=O)Nc1ccccc1 (stereo not given)
    -0.4	-1.7	19.2	0.0
> CC(NC(=O)c1c(NC(=O)c2ccco2)sc2c1CCCCC2)c1ccccc1 (stereo not given)
    0.5	-3.9	-5.6	0.0
> NC(=O)CN(Cc1ccccc1)S(=O)(=O)c1ccccc1
    0.1	-3.0	0.6	-0.1
> Cc1ccc(C)c(N(CC(=O)NCCC(C)C)C(=O)CCC(=O)Nc2ccccn2)c1
    1.6	4.1	5.7	0.0
> O=C1CCC(=O)N1CNc1cccc(F)c1
    1.0	-1.4	5.5	-0.1
> O=C1C2C(C(=O)N1/N=C/c1cccc(Cl)c1)C1C=CC2C12CC2 (stereo not given)
    0.7	7.5	8.0	-0.1
> CCOC(=O)c1[nH]c2c([N+](=O)[O-])cc(OCC)cc2c1C
    -0.8	-2.9	15.4	0.3

# Taken from above.
# In FBW7 act, Cc1ccc(N2C(=O)CCC2=O)cc1Cl is listed with 0.7
# In TEAD-YAP inh, NS(=O)(=O)c1ccc(CNc2ccc3ncc(-c4cccc5ccccc45)n3n2)cc1 is listed with -20.8

# (continued)
Compound | GPR151 ag | TEAD-YAP inh | MITF inh | FBW7 act
CCC(Cc1ccccc1)NC(=O)CC1Oc2ccccc2NC1=O (stereo not given) | 0.0 | 15.7 | 11.0 | 0.4
COCCNC(=O)/C(C#N)=C/c1ccc(OCc2ccccc2)c(Br)c1 | -2.2 | -6.8 | 3.8 | -0.1
O=C(Nc1cccnc1Cl)c1cnn2c(C(F)(F)F)cc(-c3cccs3)nc12 | -1.2 | -0.2 | 3.0 | -0.4
CC(C)c1nnc(SCC(=O)Nc2c(F)cc(F)cc2Br)n1N | -2.1 | 3.9 | 12.8 | 0.0
COc1ccc(CC(=O)NNC(=O)c2ccc(OC)c(OC)c2)cc1OC | -0.3 | 7.8 | 4.5 | 0.2
CC(=O)NC1(c2ccc(F)cc2)CCN(Cc2cccnc2)CC1 | -0.2 | -6.7 | 19.5 | 1.1
Cc1cccc(C)c1NC(=O)C1c2cccc[n+]2CC(=O)N1Cc1ccc2c(c1)OCO2 (stereo not given) | 0.2 | -11.9 | 20.8 | 0.2
O=S(=O)(Nc1cccnc1)c1ccc(Br)c2ccccc12 | 0.5 | 0.3 | -7.7 | 0.0
Cc1ccc(C)c(C2=CSC3=NS(=O)(=O)CCN23)c1 | 0.0 | -5.9 | 0.4 | 0.1
CCOC(=O)CSC1=C(C#N)C(c2ccccc2[N+](=O)[O-])C(C(C)=O)=C(C)N1 (stereo not given) | 0.0 | 9.8 | 1.8 | 0.1
CCOC(=O)c1nn(CCO)c2c1CN(CCc1ccccc1)CC2 | 1.0 | 9.7 | 9.3 | 0.1
O=C(c1cccs1)c1coc2ccc(Cl)cc2c1=O | 1.1 | -15.8 | 2.1 | 0.0
CCOc1ccc(-n2c(=S)sc3c(=O)n(-c4ccccc4)c(SCC(=O)Nc4cccc(OC)c4)nc32)cc1 | 0.2 | 7.4 | -10.2 | 0.0
COc1ccc2ccccc2c1/C=C1/N=C(c2ccc(Cl)c([N+](=O)[O-])c2)OC1=O | -0.5 | -4.7 | 3.2 | 0.0
OCCCNc1ccc2ncc(-c3ccccc3F)n2n1 | 1.1 | 56.3* | -13.3 | 0.0
CCCCOc1ccccc1N/C(=C/C(=O)c1ccccc1)C(=O)O | -2.7 | -65.6 | 5.6 | -0.1
c1ccc(CCn2nnnc2C(c2cccs2)N2CCOCC2)cc1 (stereo not given) | -0.6 | 2.6 | -5.8 | -0.3
N#C/C(=C/C1=Cc2ccccc2OC1)S(=O)(=O)c1ccccc1 | -1.2 | 1.2 | 9.3 | -0.1
Cc1cc(C(=O)CCC(=O)NNC(=O)Cc2nc3ccccc3n2C)c(C)s1 | -0.3 | 0.0 | 6.4 | -0.6
CC1=C(C(=O)OCc2ccccc2)C(c2ccc(Cl)cc2)C(C#N)=C(SCC(=O)Nc2ccc(C)cc2)N1 (stereo not given) | 0.0 | 6.8 | 7.7 | 0.0
O=C(NC(=S)Nc1ccc(-c2nc3ncccc3o2)cc1)c1ccc(I)cc1 | -0.5 | -0.8 | 23.5 | 0.4
CCC(=O)NC(=S)Nc1ccc(NC(=O)c2ccco2)cc1 | -1.5 | -40.5 | 5.3 | 0.2
Cc1cc(C)n(CCNc2nncc(-c3ccc4ccccc4c3)n2)n1 | 0.4 | 11.9 | 5.1 | 0.0
CC(NC(=O)NCc1ccccc1)c1nc(-c2cccnc2)n[nH]1 (stereo not given) | 0.0 | -13.4 | 8.0 | 0.2
CCOC(=O)CC(=O)Nc1ccc(C(=O)OCC)cc1 | -1.2 | -2.6 | -10.3 | -0.1
COc1cc(/C=C(\C#N)C(=O)Nc2cccc(Cl)c2)ccc1OCC(=O)O | 0.9 | -10.9 | -3.6 | -0.1
O=C(NCc1cccnc1)c1cn(-c2ccc(Cl)cc2)c(=O)c2ccccc12 | 0.1 | 0.9 | 2.5 | -0.2
CCOC(=O)c1c(NC(=O)c2ccccc2OC)sc(C(=O)N2CCCCC2)c1C | 1.7 | -5.6 | -99.7 | 0.1
CCOc1ccc(C(=O)NNC(=O)c2ccc(C)c(NC(=O)c3ccco3)c2)cc1OC | -1.5 | -0.8 | -9.7 | 0.0
O=C(Nc1ccc(F)cc1)c1ccc(S(=O)(=O)N2CCc3ccccc32)cc1 | 0.3 | 13.2 | -7.1 | 0.1
CC1CCN(C(=O)c2ccc(NC(=O)C3CCCO3)cc2)CC1 (stereo not given) | 0.2 | -9.3 | -4.2 | 0.0
COC(=O)c1cccc([N+](=O)[O-])c1CN1CCCC(C(=O)N=CN(C)C)C1 (stereo not given) | 0.5 | 9.7 | -7.8 | -0.1
c1cc(C2CCCN(Cc3ccoc3)C2)[nH]n1 (stereo not given) | -0.3 | -7.0 | -3.8 | 0.0
Cc1ccc(N(C(=O)Cc2ccccc2)C2C=CS(=O)(=O)C2)cc1C (stereo not given) | 0.9 | 7.1 | -6.9 | 0.0
